Screening data (PubChem)
p53null 39C tox: kills p53 null cells at the nonpermissive temperature. 0.97% of 55,000 active. H1299 p53-null (neo) cells, 39C, ATPlite viability, 24 h. Potency, µM (titrated, usually from 46.1 µM), for the others: at the highest dose activity, negative = cell killing, hits mostly cytotoxic;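 also: potency is read from the fitted curve at half-maximal effect; 0% = DMSO only and -100% = full killing by 100 µM tamoxifen; nearly all actives have a fitted effect of over 50% in size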
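Luminescent ATP signal reported cell survival after H1299 lines (neo, p53 null; or p53 A138V) received up to 46 uM compound and 24 hr incubation at 39C.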
FH mod: Identification of activators of human fumarate hydratase by quantitative high-throughput screening; 0.22% of 54,000 active; AID 1347055, 2019; Potency, µM (titrated, usually from 79.9 µM), for the others: at the highest dose activity change, negative = inhibition, actives largely listed as inhibitors; FH coupled MDH/diaphorase resazurin fluorescence, 15 min; Fumarate hydratase, mitochondrial (Homo sapiens), P07954; also: potency is read from the fitted curve at half-maximal effect; % is scaled to controls: 0 for no effect and ±100 for the full control effect; the screen sought activators but most active calls are inhibition curves; nearly all actives have a fitted effect of over 45% in size
p53null 32C tox: p53 null cell cytotoxicity, permissive temperature; Potency, µM (top dose mostly 46.1 µM), for the others: top-dose activity change, negative = cytotoxicity, usual class: cytotoxic; 0.62% of 55,000 active; H1299-neo p53 null cells, ATP luminescence, 24 h, 32C;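 also: potency is read from the fitted curve at half-maximal effect; 0% = DMSO only and -100% = full killing by 100 µM tamoxifen; nearly all actives have a fitted effect of over 55% in size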
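Cytotoxicity: H1299-neo (no p53), 32C, 24 h treatment. Concentrations up to 46 uM. Readout cellular ATP, luminescence. Normalization to DMSO basal and tamoxifen 100 uM maximal kill.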
TSG101-PTAP inh: inhibitors of HIV-1 PTAP binding to human TSG101, validation | 44,000 tested, under 10 active | AID 1347069 | Potency, µM (series often up to 115 µM), for the others: top-dose activity change, negative = inhibition, most hits filed as inhibitors | Fluorescence polarization, FITC-PTAP peptide/Tsg101, 20 min | Q99816; also: potency is read from the fitted curve at half-maximal effect; 0% is about no effect
Target sequence (Q99816 whole entry, looked up): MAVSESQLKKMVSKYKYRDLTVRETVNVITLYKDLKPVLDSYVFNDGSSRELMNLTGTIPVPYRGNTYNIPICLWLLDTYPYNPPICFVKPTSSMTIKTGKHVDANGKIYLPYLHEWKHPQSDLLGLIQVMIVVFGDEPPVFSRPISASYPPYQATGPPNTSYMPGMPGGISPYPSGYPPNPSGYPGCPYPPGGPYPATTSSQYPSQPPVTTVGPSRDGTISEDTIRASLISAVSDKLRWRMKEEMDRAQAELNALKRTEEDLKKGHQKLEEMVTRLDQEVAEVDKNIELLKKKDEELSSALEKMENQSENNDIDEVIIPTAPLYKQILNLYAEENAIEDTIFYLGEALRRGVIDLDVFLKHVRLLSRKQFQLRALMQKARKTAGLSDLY
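The Tsg101 binding domain, at 10 uM final, is mixed with compound and a FITC peptide bearing the PTAP motif (50 nM final). After 20 min at r.t., polarization is measured; actives defined by CRC class, efficacy cut-off 60% inhibition.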
GALK inhibitor: inhibits human galactokinase. 44,000 tested, under 10 active. Potency, µM (titrated, usually from 57.5 µM), for the others: at the highest dose activity, negative = inhibition, actives largely listed as inhibitors. P51570. AID 1347072. recombinant GALK, Kinase-Glo ATP luminescence, 1 h;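 also: plate controls were full GALK reaction for no effect and reaction lacking GALK for full effect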
Target sequence (P51570 whole entry, looked up): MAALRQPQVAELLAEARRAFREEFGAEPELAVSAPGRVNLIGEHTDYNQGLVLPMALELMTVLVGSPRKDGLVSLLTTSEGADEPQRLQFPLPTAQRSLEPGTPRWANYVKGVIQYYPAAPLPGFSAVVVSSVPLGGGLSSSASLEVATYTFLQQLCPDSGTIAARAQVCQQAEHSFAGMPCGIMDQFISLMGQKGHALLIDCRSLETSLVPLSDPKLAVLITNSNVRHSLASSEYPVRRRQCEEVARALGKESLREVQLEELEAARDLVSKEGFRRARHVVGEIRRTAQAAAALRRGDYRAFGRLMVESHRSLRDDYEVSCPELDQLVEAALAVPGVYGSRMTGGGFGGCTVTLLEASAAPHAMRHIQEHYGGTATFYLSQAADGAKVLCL
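5 nM GALK; 35 uM ATP; 100 uM D-galactose; 20 mM HEPES pH 8.0, 5 mM MgCl2, 60 mM NaCl, 1 mM DTT, 0.01% BSA; 1 h RT; Kinase-Glo Plus luminescence.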
NTMT1 inh: NTMT1 methyltransferase inhibition. NTMT1 MTase-Glo SAH luminescence, purified enzyme. 2.5% of 59,000 active. Potency, µM (titrated, usually from 114 µM), without a hit: top-dose activity change, negative = inhibition, hits mostly inhibitors. Q9BV86. AID 1645870;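 also: potency is read from the fitted curve at half-maximal effect; plate controls were DMSO vehicle for no effect and no enzyme for full effect; nearly all actives have a fitted effect of over 65% in size; many of its hits are not listed in these tables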
Target sequence (Q9BV86 whole entry, looked up): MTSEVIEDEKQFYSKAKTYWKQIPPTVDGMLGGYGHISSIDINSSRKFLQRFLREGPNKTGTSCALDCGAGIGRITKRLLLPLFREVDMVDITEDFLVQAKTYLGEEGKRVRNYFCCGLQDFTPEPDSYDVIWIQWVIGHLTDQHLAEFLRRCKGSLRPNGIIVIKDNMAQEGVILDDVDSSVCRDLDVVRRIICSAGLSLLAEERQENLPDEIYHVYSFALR
B2AR arrestin ag: agonists recruiting beta-arrestin to human beta2-adrenergic receptor. P07550. HTLA Tango cells, beta-arrestin recruitment, luciferase luminescence, 18 h. Potency, µM (doses to about 46.1 µM), inactives show at the top dose activation, usual class: activators. 44,000 tested, under 10 active;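 also: potency is read from the fitted curve at half-maximal effect; 0% = DMSO and full agonism = EC100 isoproterenol or metaproterenol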
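Tango cell line, 1% FBS DMEM; cpd titration up to 46 microM; 18 hr, 37 degrees C, 5% CO2. Luciferin/ATP substrate mix added, 15 min RT, luminescence. %Activity, CRC fitting, curve-class categorization.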
Numbers without * were called inactive; ? = inconclusive; . = no result given; [ ] = remark or other dose. Calls follow the shape of the dose curve; as a rule, active = well fitted curve in the direction sought with a large enough effect; inconclusive = small, poorly fitted or top-dose-only effect, or another doubt; inactive = no such curve, though single readings can be large; an effect the other way counts as inactive or inconclusive.

| SMILES | p53null 32C tox | p53null 39C tox | FH mod | B2AR arrestin ag | TSG101-PTAP inh | GALK inhibitor | NTMT1 inh |
| --- | --- | --- | --- | --- | --- | --- | --- |
| Cc1ccc(C)c(N2CCN(C(=O)CCS(=O)(=O)c3cc4c(cc3Cl)NC(=O)CO4)CC2)c1 | -0.7% | -23.0% | -11.5% | -0.2% | -0.6% | 0.0% | -0.1% |
| CCc1ccc(CNC(=O)CN2C(=O)CSc3ccc(S(=O)(=O)N4CCOCC4)cc32)cc1 | 7.4% | 25.2% | -9.1% | -1.2% | -2.6% | 1.6% | ? |
| Cc1c(Cl)cccc1NC(=O)c1cc(-c2cccc(Cl)c2)on1 | 6.4% | 4.5% | . | 0.5% | 2.5% | 0.3% | . |
| COc1ccccc1C(=O)OCc1cc(=O)n2c(C)csc2n1 | ? | ? | 13.6% | -0.7% | -4.6% | -0.4% | -18.4% |
| CCOC(=O)c1cccc(NC(=O)CSc2nc3cc4ccccc4cc3[nH]2)c1 | -15.9% | ? | -5.6% | -1.1% | -2.5% | 0.0% | 16.6% |
| CC(C)c1ccc(NC(=O)C2CCN(S(=O)(=O)c3cccc4nsnc34)CC2)cc1 | 0.6% | -1.2% | -8.1% | 0.0% | -2.1% | 0.3% | 4.4% |
| Cc1cccc(-c2nc(SCC(=O)N3CCc4ccccc43)c3c(=O)n(C)c(=O)n(C)c3n2)c1 | 11.4% | 20.4% | -1.5% | 0.0% | -1.1% | -0.2% | 1.4% |
| CCc1ccc(NCc2cc3cc(OC)c(OC)cc3n(CC(=O)Nc3ccc(F)cc3)c2=O)cc1 | 11.2% | -4.3% | -13.7% | 0.8% | -1.5% | 2.4% | -14.2% |
| Cc1ccccc1CNC(=O)Cn1nc(C)c2nn(-c3ccc(Cl)cc3)c(C)c2c1=O | -9.9% | -13.6% | 2.3% | -0.1% | -1.3% | 0.5% | 0.2% |
| COc1ccc(N2CCN(CC(O)COc3ccccc3C(C)(C)C)CC2)cc1 (centres undefined) | 25.9% | ? | ? | -2.2% | 1.7% | 0.0% | -11.2% |
| CCc1ccc(C(=O)N2CCC(c3nc(-c4ccc(S(=O)(=O)N5CCCC5)cc4)no3)CC2)cc1 | -1.9% | -21.8% | -21.5% | 0.4% | -0.1% | 2.8% | -27.0% |
| Cc1ccc(C(=O)N2CCC(C(N)=O)CC2)cc1NC(=O)c1nsc2ccccc12 | -2.1% | 1.3% | 0.6% | -0.4% | -3.1% | 0.3% | -8.1% |
| CCc1ccc(NC(=O)Cn2c(=O)n(CCc3ccccc3)c(=O)c3sc4ccccc4c32)cc1 | -2.2% | 0.7% | -3.4% | 0.7% | 2.5% | -2.2% | 10.9% |
| COc1cccc(CNC(=O)Cn2c(=O)n3nc(-c4cccc(C)c4)nc3c3ccccc32)c1 | -4.5% | 35.0%[activator] | -9.4% | -3.0% | 0.4% | 0.9% | -4.7% |
| Cc1cccc(CNC(=O)CN2CC(C)Sc3ccccc32)c1 (centres undefined) | 2.0% | -8.6% | -9.1% | -0.6% | -0.6% | -0.7% | 2.9% |
| CN(C)CCCN(C(=O)c1cccs1)c1nc2ccc(F)cc2s1 | -13.4% | -27.2% | -13.1% | -1.3% | -4.0% | 2.7% | ? |
| Cc1ccc(-n2ncc(C(=O)NCc3ccco3)c2C2CCN(C(=O)OC(C)(C)C)CC2)cc1 | 6.1% | -19.6% | -9.2% | -0.5% | -4.7% | 1.8% | -0.7% |
| Cc1c(C(=O)OC2CCC(C)CC2)[nH]c2c1C(=O)CC(c1ccc(N(C)C)cc1)C2 (centres undefined) | 4.0% | -4.4% | -4.9% | -1.8% | -0.8% | -7.7% | ? |
| Cc1cc(CN2CCN(c3ccccc3F)CC2)cs1 | -8.4% | -25.5% | -20.7% | -0.7% | -5.3% | -4.4% | 17.6% |
| CN(C)c1ccc(CNC(=O)c2ccc3c(c2)N(C)C(=O)C2CCCCN32)cc1 (centres undefined) | 8.8% | -11.1% | -38.6% | 0.8% | 0.0% | 4.4% | -18.3% |
| CCN(Cc1ccccc1)S(=O)(=O)c1cc(C(=O)Nc2cc(Cl)cc(Cl)c2)ccc1F | 30.6%[activator] | 2.3% | -26.4% | 0.4% | 1.5% | 2.0% | 10.3% |
| O=C(CN1C(=O)COc2ccc(S(=O)(=O)Nc3ccccc3)cc21)Nc1cccc(Cl)c1 | 17.1% | 20.9% | ? | -0.7% | 2.0% | ? | -1.5% |
| CCOc1ccccc1NC(=O)CCNS(=O)(=O)c1cccc2nonc12 | 2.3% | 31.2%[activator] | -1.2% | 0.9% | -5.5% | -2.6% | 18.5% |
| COc1ccc(S(=O)(=O)c2c(Nc3ccccc3F)sc(C(=O)c3cccc(OC)c3)c2N)cc1 | 17.0% | 3.3% | -14.2% | -1.2% | -5.2% | 0.3% | 25.1% |
| CC(=O)N1CCc2cc(S(=O)(=O)NC(CC(C)C)C(=O)NCc3ccccc3)ccc21 (centres undefined) | 3.8% | 5.4% | 24.3% | 0.0% | 0.7% | 5.5% | 14.7% |
| Cc1ccccc1C(=O)NCc1nc(-c2ccc(Cl)cc2)no1 | 9.5% | -12.6% | -1.0% | -0.1% | 0.4% | -0.5% | -9.4% |
| COc1ccc(-n2c(=O)c3ccc(C(=O)NCc4ccc(C)cc4)cc3n(CC(=O)Nc3ccc(F)cc3)c2=O)cc1 | 6.7% | -27.6% | 7.6% | 0.6% | -1.3% | 6.5% | 46.2%[activator] |
| Cc1ccc(-c2noc(-c3cccnc3N(C)Cc3ccc(Cl)cc3)n2)cc1 | 6.5% | -17.5% | -8.2% | -2.7% | -0.2% | 3.2% | -8.2% |
| COc1ccc(-n2nc(C(=O)N3CCN(c4cccc(C)c4C)CC3)c3c4ccccc4n(C)c3c2=O)cc1Cl | 3.8% | 2.5% | 2.4% | 0.0% | -0.5% | -1.9% | -7.1% |
| COc1cccc(-n2c(=O)c3sc4ccccc4c3n(CC(=O)Nc3ccc(F)cc3F)c2=O)c1 | ? | ? | -4.8% | -0.1% | -0.5% | 5.9% | 3.9% |
| CCOC(=O)c1c(NC(=O)c2ccccc2C)sc2c1CCCC2 | -9.0%[9.22 µM] | -12.2% | -5.1% | 1.0% | -0.5% | 9.6% | 89.1µM* |
| COc1ccc2c(c1)c1c(c(=O)n(Cc3ccccc3)c(=O)n1CC(=O)NCc1ccccc1Cl)n2C | 1.7% | -5.7% | -1.0% | -0.3% | -1.2% | -7.3% | 2.5% |
| Cc1oc2ccc(NS(=O)(=O)c3ccc(F)cc3)cc2c1C(=O)O | -5.4% | 7.5% | -17.8% | 0.8% | -5.0% | 0.5% | -1.8% |
| Cc1ccc(OCCOCCn2c(-c3ccc(Cl)cc3)nc3ccccc3c2=O)cc1 | -7.4% | -5.1% | . | -2.3% | -6.0% | 2.3% | . |
| Cc1ccccc1-c1noc(-c2ccc(N3CCN(c4ccccc4)CC3)c([N+](=O)[O-])c2)n1 | -7.5% | 5.6% | 2.3% | -2.1% | -0.5% | 1.6% | -1.4% |
| COc1ccccc1NC(=O)C1CCN(S(=O)(=O)c2ccc3[nH]c4c(c3c2)CCCCC4)CC1 | 7.0% | 8.1% | -16.4% | 0.3% | -3.5% | -0.7% | 20.1% |
| CCn1cc(C(=O)N2CCN(c3ccc(OC)cc3)CC2)c2cc(OC)c(OC)cc2c1=O | 5.2% | -13.9% | -3.1% | 0.8% | -5.0% | -7.4% | ? |
| COCCNC(=O)c1ccc2c(c1)N(Cc1ccc(C(F)(F)F)cc1)C(=O)c1ccccc1S2 | 30.5%[activator] | 20.3% | -29.3% | -2.0% | -5.1% | -0.7% | -3.1% |
| Cc1ccc(Cn2c(CO)cnc2SCc2cccc(F)c2)cc1 | 10.0% | 11.1% | -10.6% | 0.6% | 0.3% | -0.5% | -17.8% |
| Cc1ccc(F)c(NC(=O)Nc2ccc3snnc3c2)c1 | -5.6% | -27.8% | 6.2% | -3.6% | -4.1% | 5.1% | -1.9% |

The list goes on; the last 3 above are carried over.
| SMILES | p53null 32C tox | p53null 39C tox | FH mod | B2AR arrestin ag | TSG101-PTAP inh | GALK inhibitor | NTMT1 inh |
| --- | --- | --- | --- | --- | --- | --- | --- |
| COCCNC(=O)c1ccc2c(c1)N(Cc1ccc(C(F)(F)F)cc1)C(=O)c1ccccc1S2 | 30.5%[activator] | 20.3% | -29.3% | -2.0% | -5.1% | -0.7% | -3.1% |
| Cc1ccc(Cn2c(CO)cnc2SCc2cccc(F)c2)cc1 | 10.0% | 11.1% | -10.6% | 0.6% | 0.3% | -0.5% | -17.8% |
| Cc1ccc(F)c(NC(=O)Nc2ccc3snnc3c2)c1 | -5.6% | -27.8% | 6.2% | -3.6% | -4.1% | 5.1% | -1.9% |
| Cc1ccc2c(c1)N(CCCC(=O)Nc1cccc(C(F)(F)F)c1)C(=O)CO2 | -2.9% | -23.3% | -11.8% | -0.5% | -4.2% | -11.4% | -1.3% |
| O=C(CN1C(=O)CCSc2ccc(S(=O)(=O)N3CCCC3)cc21)Nc1cccc(F)c1 | -3.8% | -10.7% | -5.6% | -0.6% | -0.2% | 1.7% | -3.8% |
| COc1ccc(CC(=O)Nc2ccc(-c3nc4ccccc4s3)cc2Cl)cc1OC | 9.1% | -10.4% | ? | -1.6% | -5.3% | 0.7% | -4.9% |
| Cc1ccc(N2C(=O)C(CC(=O)Nc3cccc(F)c3)N(CCc3ccccc3F)C2=O)cc1 (centres undefined) | -8.8% | -2.8% | -17.4% | 0.9% | 6.1% | -0.5% | 1.9% |
| COc1ccc2c(c1)c1c(c(=O)n(-c3ccc(OC)c(OC)c3)c(=O)n1CC(=O)N1CCCC1)n2C | 4.6% | 35.0%[activator] | 4.7% | -0.4% | 2.1% | -0.9% | 0.1% |
| CCc1ccc(-c2nc(CN3CCCC(C(=O)NCc4ccc(C)cc4)C3)c(C)o2)cc1 (centres undefined) | 0.2% | -4.7% | -20.7% | 1.1% | 1.5% | 8.0% | ? |
| COc1ccc(CCNc2nc(SCc3ccccc3F)nc3ccccc23)cc1OC | -1.5% | -8.9% | -5.5% | -2.6% | 1.1% | -6.3% | 4.5% |
| COc1cccc(-c2nn3c(=O)cc(CN4CCN(C(=O)/C=C/c5ccccc5)CC4)nc3s2)c1 | 32.3%[activator] | -14.3% | 6.6% | -0.9% | -8.1% | -0.3% | 7.8% |
| O=C(NCCc1ccccc1)c1cc(Sc2cccc(Cl)c2)nc2ccccc12 | -12.0% | 13.4% | -8.5% | 1.8% | -11.1% | -4.2% | -0.7% |
| COc1cc(NC(=O)CSc2ccc(-c3sc(-c4ccccc4)nc3C)nn2)cc(OC)c1 | -8.9% | -0.3% | -9.6% | 1.5% | -1.0% | -9.5% | ? |

These rows are one share of the data. The share of hits here may be higher or lower than overall.
